TTR transcr act: TTR transcription activation, primary screen. SH-SY5Y TTR promoter Gaussia luciferase, luminescence; 100% = recombinant luciferase protein wells. activation, % at 16.7 µM. actives 1.3% (n = 92,000). AID 1117267;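 active = activation above the mean of all tested compounds plus 3 SD, cut at about 9.5% in these data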;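 also: cells exposed to compounds for one day before reading; 0% = median of all test compound wells on the plate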
The depositor's hits bear a star. Only part of the results is shown, so the mix of outcomes need not match the whole.

SMILES	TTR transcr act
Cc1cc(C)c2c(=O)n3c(nc2c1)C(Cc1ccc(O)cc1)NC(=O)c1cccnc1-3 (configuration not stated)	-2.1
CC(C)[C@H](NC(=O)N1CC(=O)Nc2ccccc21)C(=O)N[C@H](C(=O)O)c1ccccc1	1.8
CNC(=O)c1cc2c(s1)CCCCCC2	0.4
CCOc1ccc(OCC)c(NC(=O)CSCCc2ccccn2)c1	-0.7
CCCc1nnc(NC(=O)CN2C(=O)C3C4C=CC(C4)C3C2=O)s1 (configuration not stated)	0.1
CCOc1ccccc1N1CCN(C(=O)NC(C)c2ccc(F)c(F)c2)CC1 (configuration not stated)	0.6
COC(=O)c1ccc(Nc2ccc3nonc3c2[N+](=O)[O-])cc1	-1.8
C/C(=N\NC(=O)CCc1c[nH]c2ccccc12)c1ccc([N+](=O)[O-])cc1	-1.3
Cc1cc(=O)n2cc(-c3ccccc3)nc2[nH]1	2.1
CCC(C(=O)NC1CCCC1)n1nc(C)n2c(cc3occc32)c1=O (configuration not stated)	-2.0
C=CCn1c(=O)c2c(nc(Br)n2Cc2ccccc2Cl)n(C)c1=O	-4.6
O=C(CN(CC1CCCO1)S(=O)(=O)c1ccc(S(=O)(=O)NC2CC2)cc1)Nc1ccccc1 (configuration not stated)	-1.3
Cc1nc2sc(C(c3cccc(F)c3)N3CCCCC3)c(O)n2n1 (configuration not stated)	10*
C=C[C@@H]1c2cccc(C)c2N(S(=O)(=O)c2ccc(C)cc2)[C@H](c2ccc(OC(C)=O)cc2)C1(C#N)C#N	-4.2
O=C(C[C@H]1C/C=C\C[C@@H](NC(=O)OCC2c3ccccc3-c3ccccc32)C(=O)O[C@@H](c2ccccc2)CNC1=O)N[C@H](CO)Cc1ccccc1	1.3
O=C(O)c1ccc(/C=N/N2CCN(Cc3ccccc3)CC2)cc1	-1.4
Fc1ccc(C2=Nn3c(nnc3-c3ccco3)SC2)cc1	-0.9
N#CCCN1CCN(C(=O)c2c(N)no[n+]2[O-])CC1	-0.5
CCCCC(=O)Nc1nc2ccc3nc(C)sc3c2s1	-2.1
O=C(NCCC1=CCCCC1)C1CCN(S(=O)(=O)c2cccc3nonc23)CC1	-3.5
O=C(COc1ccccc1)N/N=C/c1ccc([N+](=O)[O-])o1	-2.3
COc1cc(/C=C2\C(=O)ON=C2c2ccc(Cl)cc2)ccc1O	-1.4
CCCOc1ccc(/C=C/C(=O)NC2CCCCC2)cc1	-1.1
CCC(c1nnc(SCC(=O)Nc2nnc(-c3ccccc3)o2)n1Cc1ccccc1)N(C)C (configuration not stated)	28*
COc1ccc(-n2c(CNc3ccc(C)cc3)nnc2SCC(=O)Nc2nc(-c3ccccc3)cs2)cc1	0.9
SMILES	TTR transcr act
O=C(CNS(=O)(=O)c1c(Cl)cccc1Cl)OCC(=O)N1CCN(c2ccccc2)CC1	1.5
Cc1ccc(S(=O)(=O)N(CC(=O)N2CCN(c3ccc(F)cc3)CC2)C2CCCCC2)cc1	-1.5
CC1=CCC[C@H]2[C@H](C1)C(=O)C[C@@H](C)[C@]2(C)CC/C(=C/CO)CO	1.4
Clc1ccc(Nc2cc(-c3ccccc3)nc3ncnn23)cc1	1.6
COc1ccccc1C(=O)NCCC(=O)N1CC=C(c2ccccc2)CC1	2.8
Cc1cc(C)cc(NC(=O)O[C@@H]2CC[C@@]34CCCN3C(=O)CCC[C@H]4C2)c1	-1.5
O=C(CCc1ccncc1)N1CCCC(Nc2ccc(F)cc2)C1 (configuration not stated)	0.0
Cc1nnsc1-c1nnc(SCC(=O)c2ccc(C#N)cc2)n1C1CC1	2.9
Oc1ccc(/C=N/Nc2ncnc3c2ncn3Cc2ccccc2)cc1O	-3.0
CCOC(=O)/C(C#N)=C/c1cccn1-c1ccc(Cl)cc1	-0.7
CCN(Cc1ccccc1)C(=O)C(C)OC(=O)c1cc(S(=O)(=O)Nc2c(C)n(C)n(-c3ccccc3)c2=O)ccc1C (configuration not stated)	2.4
CCn1cnc2cc(NCc3cccc(OC)c3O)ccc21	0.9
O=C(CC(C(=O)O)C1CCCO1)Nc1cccc(C(F)(F)F)c1 (configuration not stated)	-0.4
CCC(CO)Oc1cc(NCc2cccc(O)c2)c2ncn(C(C)C)c2c1 (configuration not stated)	1.9
COC(=O)c1c(C)[nH]c(C)c1C(C)=O	4.7
CCC(=O)Nc1c2c(nn1-c1cccc(Cl)c1)CSC2	1.1
Cc1ccc(-c2cc(-c3ccccc3)nc(N/N=C/c3cccnc3)n2)cc1	0.6
CCOC(=O)C1CCN(C(=O)c2cccc(S(=O)(=O)Nc3ccc(C)cc3C)c2)CC1	-1.2
COc1ccc2[nH]c3c(NCCC4=CCCCC4)ncnc3c2c1	-5.8
O=C(NCC(c1cccnc1)N1CCN(c2ccc(F)cc2)CC1)OCc1ccccc1 (configuration not stated)	-1.4
O=C(Nc1ccc(F)c(Cl)c1)C1CCCN(C2=NS(=O)(=O)c3ccccc32)C1 (configuration not stated)	-1.1
Cc1ccc(C(=O)OC(C)C(=O)Nc2ccc(Cl)cn2)s1 (configuration not stated)	0.4
CCOC(=O)C(=CNc1cc(C)ccn1)C(=O)OCC	0.0
CCOC(=O)CC(=O)CSc1nc(N)c(C#N)c(-c2ccc(F)cc2)c1C#N	0.3
Cn1c(NC(=O)c2ccc(F)cc2)nc2ccccc21	-0.3

Filtered by structure, the compounds so far containing a thiophene ring, fused or not
SMILES	TTR transcr act
CNC(=O)c1cc2c(s1)CCCCCC2	0.4
Cc1ccc(C(=O)OC(C)C(=O)Nc2ccc(Cl)cn2)s1 (configuration not stated)	0.4

(more compounds)
SMILES	TTR transcr act
Cn1ncc2c(N3CCC(Cc4ccccc4)CC3)ncnc21	-3.0
COC(=O)c1cc(C(=O)Nc2nnc(C3CC3)s2)cc([N+](=O)[O-])c1	-2.8
Cc1ccc(NC(=O)c2sc(N)nc2-c2ccc([N+](=O)[O-])cc2)c(C)c1	-0.3
CC(=O)c1sc(NC(=O)CCCOc2ccc(Cl)cc2)nc1C	0.6
O=C(COc1ccccc1[N+](=O)[O-])Nc1cccc(C(=O)Nc2ccccc2C(=O)O)c1	-1.2
CC(C)COP(=O)(OCC(C)C)C(Nc1ccccc1)c1ccc(F)cc1 (configuration not stated)	1.2
COc1ccc(Oc2ccccc2/C=C/C(=O)O)cc1	0.1
C[C@H](CO)N1C[C@H](C)[C@@H](CN(C)S(C)(=O)=O)Oc2ccc(NC(=O)Nc3ccc(C(F)(F)F)cc3)cc2C1=O	-0.2
C[C@@H]1CCCCO[C@H](CN(C)S(=O)(=O)c2ccccc2)[C@@H](C)CN([C@H](C)CO)C(=O)c2cc(NC(=O)Cc3ccccc3)ccc2O1	-1.5
CC(=O)Nc1c(C(=O)N2CCCCCC2)cnn1-c1ccccc1	3.1
Nc1c(-c2ccccc2)c(CN2CCOCC2)nn1-c1ccc(F)cc1	-1.8
O=C(NCCCc1ccccc1)[C@H](Cc1c[nH]c2ccccc12)NC1(C(=O)NCCc2c[nH]c3ccccc23)CCC1	-2.4
Cc1ccc(NC(=O)Cn2nc([N+](=O)[O-])c(Br)c2C)cc1C	3.2
O=C(COC(=O)c1cccs1)Nc1ccc(Cl)cn1	-2.2
COCCNC(=O)CSc1nc2sc(C)c(C)c2c(=O)n1-c1ccccc1	-1.0
COc1ccc(-c2cncnc2N)cc1OC	1.4
O=C(c1ccncc1)N1CCN(C2CCC(c3ccccc3)CC2)CC1 (configuration not stated)	3.4
COc1n[nH]c(C(=O)Nc2cc(F)ccc2C)c1[N+](=O)[O-]	10*
COC(=O)COc1cccc(NC(=O)C(c2ccccc2)c2ccccc2)c1	2.4
O=C(CSC1=NCCN1)NC1CCCCCC1	3.7
CCC(CO)(CO)N(CC(=O)Nc1ccc(OC)cc1)CC(=O)Nc1ccc(OC)cc1	-1.5
COc1ccccc1C(=O)NC(=O)CSc1cccc[n+]1[O-]	-1.0
O=C(CCN1C(=O)/C(=C\c2ccccc2)SC1=S)Nc1ccc(C(=O)O)cc1	0.5
COc1ccc(-c2cc(C(F)F)n3ncc(C(=O)N4CCc5ccccc54)c3n2)cc1	-2.0
Cc1ccc(OCC(=O)Nc2ccc(-n3cnnn3)cc2)c(C)c1	0.7

Of the compounds above, 6 have a COOH group:
SMILES	TTR transcr act
CC(C)[C@H](NC(=O)N1CC(=O)Nc2ccccc21)C(=O)N[C@H](C(=O)O)c1ccccc1	1.8
O=C(O)c1ccc(/C=N/N2CCN(Cc3ccccc3)CC2)cc1	-1.4
O=C(CC(C(=O)O)C1CCCO1)Nc1cccc(C(F)(F)F)c1 (configuration not stated)	-0.4
O=C(COc1ccccc1[N+](=O)[O-])Nc1cccc(C(=O)Nc2ccccc2C(=O)O)c1	-1.2
COc1ccc(Oc2ccccc2/C=C/C(=O)O)cc1	0.1
O=C(CCN1C(=O)/C(=C\c2ccccc2)SC1=S)Nc1ccc(C(=O)O)cc1	0.5

(more compounds)
SMILES	TTR transcr act
O=C(NCC1CCCO1)c1ccc(Cl)c(F)c1F (configuration not stated)	0.2
CC(=O)C1=C(O)C(=O)N(Cc2ccco2)C1c1cccc(F)c1 (configuration not stated)	0.1
Cc1nc(SC2CC(=O)N(c3ccc([N+](=O)[O-])cc3)C2=O)nc2c1CCCC2 (configuration not stated)	-0.7
COC(=O)Cc1ccc(NC(=S)Nc2cccc(C)n2)cc1	-3.9
CC(C)(C)[C@H]1COC(=O)[C@H](NC(=O)OCC2c3ccccc3-c3ccccc32)C/C=C\C[C@@H](CC(=O)N[C@H](CO)Cc2ccccc2)C(=O)N1	0.3
CCCOc1ccccc1C(=O)N(Cc1cccs1)C1CCS(=O)(=O)C1 (configuration not stated)	5.3
CCC(NC(=O)CCl)c1ccc(C)cc1 (configuration not stated)	-0.7
CC(=O)c1cccc(NC(=O)c2ccc3c(c2)C(=O)N(Cc2cccnc2)C3=O)c1	-0.6
COc1ccc(CN(C(=O)CSc2nnc(-c3ccc(F)cc3)o2)c2ccc(F)cc2)cc1	-3.1
CC12CCC(=O)N1C(C(=O)O)Cc1c2[nH]c2ccccc12 (configuration not stated)	2.9
Nc1c(C(=O)O)sc2nc(-c3ccccc3)cc(-c3ccccc3)c12	1.2
CCN1CCN(S(=O)(=O)c2cc(C(=O)O)ccc2Cl)CC1	-1.6
Cc1cccc(C(C)C)c1NC(=O)CSc1cccc[n+]1[O-]	-0.3
CC(C)(C)OC(=O)[C@H]1[C@H](c2ccc([N+](=O)[O-])cc2)C2(C(=O)c3ccccc3C2=O)C2c3ccccc3C=NN21 (some centres not stated)	-2.2
c1ccc2c(c1)OCCOCCOCCOCCOCCOc1ccccc1OCCOCCOCCO2	-1.0
O=C(NCc1ccccc1)C1c2ccccc2Oc2ccccc21	-1.2
Cc1ccccc1NC(=O)Cc1nnc(SCC(=O)Nc2ccccc2)n1C	-0.3
CCOC(=O)c1cn(Cc2cccc(Cl)c2)c2cc(C)nn2c1=O	3.4
N#CC(C#N)=Cc1cn(-c2ncc(C(F)(F)F)cc2Cl)c2ccccc12	2.0
C/C(=N\NS(=O)(=O)c1ccc([N+](=O)[O-])cc1)c1ccc2c(c1)OCO2	0.2
COc1ccc(C(=O)CCC(=O)Nc2cccc(Cl)c2)cc1	-0.7
Cc1cc(Br)cc(C)c1OCC(=O)NNC(=O)CCC(=O)NCc1ccccc1	-1.9
CC1=C(C(=O)Nc2ccccc2C)C(c2ccccc2)NC(=O)N1 (configuration not stated)	-0.8
O=S(=O)(c1ccc(F)cc1)N1CCN(C(=S)NCc2ccccc2)CC1	1.4
O=C(NNC(=O)c1ccncc1)Nc1ccccc1	-0.2
SMILES	TTR transcr act
CCN(C[C@H]1N[C@@](CC)(C(=O)OC)[C@H]2C(=O)N(Cc3ccccc3)C(=O)[C@@H]12)C(=O)c1ccc(C)cc1	-1.8
COc1ccc(/C(N)=N/OC(=O)COc2ccccc2Cl)cc1	0.4
COc1ccc(C2=NN(C(=S)Nc3ccccc3)C(c3ccccc3)C2)cc1 (configuration not stated)	0.8
CSc1ccc(CCNC(=O)CS(=O)(=O)Cc2nc(-c3ccccc3F)oc2C)cc1	1.2
O=S(=O)(Nc1cccc(-c2ccc3nncn3n2)c1)c1cccs1	-0.6
Cc1ccc(NS(=O)(=O)c2cc3c(cc2Br)NC(=O)CO3)cc1C	-1.0
COc1cc(NC(=O)CCN2CCOCC2)cc(OC)c1	2.5
C=CCNC(=S)Nc1cc(C)ccn1	-0.2
Cc1nn2c(=O)cc(COC(=O)c3ccc(S(=O)(=O)N4CCCCC4)cc3)nc2s1	1.6
CC(C)C(NS(=O)(=O)c1ccccc1F)C(=O)N1CCc2ccccc2C1 (configuration not stated)	0.3
CCCN(c1ccc(C)cc1)c1nc(=O)c2cccnc2s1	-0.1
COC(=O)c1csc(S(=O)(=O)N2CCCCC2)c1OC	-0.8
CC1(C)COC(c2ccc3c(c2)OCO3)OC1	-2.0
COc1cc(N)c(C(O)c2nccc3cc(OC)c(OC)cc23)cc1OC (configuration not stated)	-2.2
Cc1ccc(OCCCn2ccnc2)c([N+](=O)[O-])c1	-1.4
Cc1ccc(-n2ncc3c(NNC(=O)c4ccco4)ncnc32)c(C)c1	0.1
O=C(NCCc1ccc(Cl)cc1)c1n[nH]c2ccccc12	1.0
COc1ccc(CCNS(=O)(=O)c2ccc(S(=O)(=O)N3CCCC3)cc2)cc1OC	-0.5
CC(C)C[C@H]1CN([C@@H](Cc2ccc(O)cc2)CN2CCC[C@@H]2CN2C(=S)NC[C@@H]2Cc2ccccc2)C(=S)N1CCc1ccccc1	-2.8
Nc1nnc(SCC(=O)Nc2cccc(S(N)(=O)=O)c2)s1	2.4
CC(=NNC(=O)c1cccs1)c1ccc2c(c1)OCCO2	-0.1
Cc1nc2ccccn2c1C(=O)NN=C1CCCC1	2.2

A different layout for 4 compounds above.
| compound | TTR transcr act |
| --- | --- |
| C=CCNC(=S)Nc1cc(C)ccn1 | -0.2 |
| Cc1nn2c(=O)cc(COC(=O)c3ccc(S(=O)(=O)N4CCCCC4)cc3)nc2s1 | 1.6 |
| CC(C)C(NS(=O)(=O)c1ccccc1F)C(=O)N1CCc2ccccc2C1 (configuration not stated) | 0.3 |
| CCCN(c1ccc(C)cc1)c1nc(=O)c2cccnc2s1 | -0.1 |

From PubChem BioAssay
